Screening data (PubChem)
PvdQ acylase – P. aeruginosa PvdQ acylase inhibition | purified PvdQ acylase, fluorescence plate reader | inhibition, % at 10 µM | 0.063% of 340,000 active; in the data active = inhibition above about 30%, passing the limit was not always enough; inconclusive = no clear call, values can overlap the other calls;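 note: 0% = vehicle neutral wells and 100% = reference inhibitor wells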
NSD2 HMT inh – inhibitors of human histone methyltransferase NSD2; O96028; NSD2 peptide methylation, AlphaScreen, 120 min; inhibition, % at 12.5 µM; 0.54% of 310,000 active; AID 743445; in the data active = inhibition above about 50%
Target sequence (O96028 whole entry, looked up): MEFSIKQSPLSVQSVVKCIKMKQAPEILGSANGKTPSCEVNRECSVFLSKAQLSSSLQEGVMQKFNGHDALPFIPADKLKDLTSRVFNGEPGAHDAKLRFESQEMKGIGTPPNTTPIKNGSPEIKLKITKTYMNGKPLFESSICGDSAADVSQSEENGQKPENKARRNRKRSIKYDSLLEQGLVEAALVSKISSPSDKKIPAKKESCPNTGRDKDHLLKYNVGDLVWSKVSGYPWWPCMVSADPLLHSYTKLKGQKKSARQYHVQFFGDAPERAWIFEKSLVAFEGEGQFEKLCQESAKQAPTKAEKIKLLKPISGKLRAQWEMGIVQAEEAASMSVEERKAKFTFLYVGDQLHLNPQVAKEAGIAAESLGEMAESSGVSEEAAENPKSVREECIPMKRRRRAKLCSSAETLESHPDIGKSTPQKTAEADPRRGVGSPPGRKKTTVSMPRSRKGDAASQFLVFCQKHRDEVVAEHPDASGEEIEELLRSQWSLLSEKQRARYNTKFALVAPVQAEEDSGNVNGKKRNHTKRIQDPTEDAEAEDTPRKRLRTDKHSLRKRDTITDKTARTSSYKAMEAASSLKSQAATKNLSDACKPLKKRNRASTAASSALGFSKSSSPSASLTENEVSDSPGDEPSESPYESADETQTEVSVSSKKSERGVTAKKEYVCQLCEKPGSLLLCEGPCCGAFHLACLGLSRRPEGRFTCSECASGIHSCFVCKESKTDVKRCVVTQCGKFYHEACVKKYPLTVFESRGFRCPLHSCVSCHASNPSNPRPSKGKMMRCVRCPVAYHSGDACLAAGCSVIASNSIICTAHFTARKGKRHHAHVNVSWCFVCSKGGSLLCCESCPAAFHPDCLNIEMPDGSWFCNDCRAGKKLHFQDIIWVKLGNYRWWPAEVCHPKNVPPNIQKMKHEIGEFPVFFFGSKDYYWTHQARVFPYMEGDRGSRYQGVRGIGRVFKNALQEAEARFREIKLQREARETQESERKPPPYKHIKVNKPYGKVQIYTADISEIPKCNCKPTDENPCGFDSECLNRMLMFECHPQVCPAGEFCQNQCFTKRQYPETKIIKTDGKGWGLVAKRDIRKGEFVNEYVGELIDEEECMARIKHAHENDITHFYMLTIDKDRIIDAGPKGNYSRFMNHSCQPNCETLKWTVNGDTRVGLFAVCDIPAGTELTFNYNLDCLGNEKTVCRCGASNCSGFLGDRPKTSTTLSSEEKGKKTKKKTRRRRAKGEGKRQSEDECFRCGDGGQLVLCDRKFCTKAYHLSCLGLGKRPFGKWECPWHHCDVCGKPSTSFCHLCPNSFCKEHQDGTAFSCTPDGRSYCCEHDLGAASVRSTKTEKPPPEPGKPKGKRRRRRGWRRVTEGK
SR-BI uptake up – enhances SR-BI lipid uptake from DiI-HDL | activation, % at 12.5 µM | 0.096% of 320,000 active | CHO ldlA[mSR-BI] cells, DiI-HDL uptake fluorescence, 3 h; 100 = double the neutral-control signal;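 active = mean replicate activation of at least 60% and every replicate at or above 60%; inconclusive = mean or all-replicate condition met, but not both; inactive = mean below 60% and not all replicates reaching 60%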;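 note: 0% = median plate neutral-control signal and 100% = twice that signal; values of inactives mirror those of a sister screen read the other way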
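system = CHO ldlA[mSR-BI] cells, LDL receptor-null, SR-BI overexpressing | medium = Ham's F12 with 0.5% BSA, HEPES 25 mM, pH 7.4 | probe or stimulus = DiI-HDL 10 µg/mL | compound dosing = single-point compound dose | incubation = compound exposure 3 h, 37 °C | technique = DiI fluorescence, bottom read | read-out = cell-associated DiI fluorescence as measure of HDL uptake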
SR-BI DiI inh – mouse SR-BI HDL lipid transfer inhibition; inhibition, % at 12.5 µM; 0.96% of 320,000 active; ldlA[mSR-BI] CHO cells, DiI-HDL uptake fluorescence, 3 h; Q61009;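 active = mean replicate inhibition of at least 70% and a set share of replicates each scoring 70 or more; inconclusive = meets just one of the two criteria; inactive = fails both criteria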;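 note: 0% = median of neutral control wells and 100% = median of positive control wells; values of inactives mirror those of a sister screen read the other way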
PfHsp90 yeast 2 – reduces growth (ATP signal) of yeast expressing P. falciparum Hsp90 | 0.32% of 310,000 active | S. cerevisiae expressing PfHsp90, BacTiter-Glo ATP, 48 h; yeast lacking PDR1 and PDR3 efflux regulators | inhibition, % at 9.4 µM;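 active = every replicate shows inhibition above about 80%, whatever the replicate mean, limit read from the data; inconclusive = mean inhibition reaches the set limit but some replicate falls short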;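 note: 0% = DMSO neutral controls and 100% = 20 µM radicicol positive controls; yeast relying on Plasmodium falciparum Hsp90 in place of its own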
Rtt109 Vps75 – inhibitors of Candida albicans Rtt109/Vps75 histone acetyltransferase. Q5AAJ8. purified Rtt109/Vps75, ThioGlo CoA-SH fluorescence, 4 h. inhibition, % at 34.9 µM. 0.16% of 330,000 active;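 active = inhibition of at least 50% in every replicate; inconclusive = best replicate reaches 50% inhibition but some replicates fall short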
CAL PDZ FP-1 – blocks peptide binding to the human CAL PDZ domain | Q9HD26 | purified CAL PDZ, TMR-peptide fluorescence polarization, 1 h | inhibition, % at 24.9 µM | 0.92% of 300,000 active | AID 602252;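 active = mean inhibition of at least 30% with at least half of replicates also reaching 30%; inconclusive = no clear call, values can overlap the other calls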;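 note: 0% = DMSO neutral control and 100% = excess unlabeled competitor peptide PRC23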
MITF TRPM1 HTS – increases MITF-driven TRPM1 promoter luciferase signal; AID 588334; SK-MEL-5 TRPM1-promoter luciferase, 24 h; % of positive control, neutral wells = 0; 0.75% of 300,000 active; activation, % at 12.5 µM;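 active = mean activation of at least 80% with every replicate also reaching 80%; inconclusive = mean reaches 80% but some replicate falls short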;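 note: 0% = neutral control wells and 100% = parthenolide positive control wells; values of inactives mirror those of a sister screen read the other way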
CAL PDZ FP-2 – inhibitors of human CAL PDZ peptide binding | purified CAL PDZ, TMR-peptide fluorescence polarization, 1 h | 0.02% of 330,000 active | Q9HD26 | AID 504414 | inhibition, % at 20 µM;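 active = highest replicate inhibition of at least 40%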;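 note: plate controls were DMSO neutral control wells for no effect and unlabeled competitor peptide control wells for full effect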
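Control set: unlabelled peptide and DMSO controls / Material: purified CerCALP PDZ construct / Timing: 1 h incubation at room temperature before polarization reading / Doses: 20 µM, one dose / Detection: fluorescence polarization (mP)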
dFosB act – mouse delta FosB homodimer activation | P13346 | purified delta FosB, TAMRA-CDK5 oligo fluorescence polarization; percent of positive-control signal above neutral wells | activation, % at 25 µM | 0.99% of 340,000 active;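 active = mean activation above about 17%, with every replicate also reaching it, limit read from the data, passing the limit was not always enough; inconclusive = only one of the two conditions met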;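 note: fluorescence polarization rise as delta FosB binds a TAMRA Cdk5 AP-1 oligo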
Active calls of the source: *; u = inconclusive; x = not tested or not shown.

Each structure is followed by: PvdQ acylase	NSD2 HMT inh	SR-BI uptake up	SR-BI DiI inh	PfHsp90 yeast 2	Rtt109 Vps75	CAL PDZ FP-1	MITF TRPM1 HTS	CAL PDZ FP-2	dFosB act
CCOC(=O)C1=NOC(COc2ccccc2C=O)C1 (configuration not stated)
→ -12	2	-4	4	-2	-4	-6	12	0.5	-9
O=C(CCC(=O)c1cccs1)NCc1cccc(C(F)(F)F)c1
→ -7	1	-17	17	1	-2	5	-5	-1.4	-11
Cc1cc(C)c2nc(NC(=O)c3ccc4c(=O)n5c(nc4c3)CCCCC5)sc2c1
→ -22	-4	-77	u	-12	4	-1	-32	-2.9	2
Nc1nonc1-c1noc(CCCOc2ccc(Cl)cc2Cl)n1
→ -5	-1	-4	4	-12	-9	0	-4	-0.4	-4
Cc1noc(C)c1COc1ccc(C(=O)OCC(=O)NCCN2C(=O)CSC2=O)cc1
→ -15	1	-17	17	-7	4	22	3	-0.9	4
CCN1CCN(c2cc(C)c3cc(NC(=O)c4ccc(Br)o4)ccc3n2)CC1
→ -2	x	-52	52	x	u	2	x	4.1	-10
Cc1cccc(C)c1NC(=O)CCCCCNS(=O)(=O)c1ccccc1
→ -15	3	2	-2	-18	-3	0	-5	-2.7	-10
CC(CNCc1ccc2c(c1)OCO2)NCc1ccc2c(c1)OCO2 (configuration not stated)
→ -7	x	56	-56	-9	0	0	3	-0.8	-1
CC(C)c1ccc(C2CC(=O)N3CN(C)CSC3=C2C#N)cc1 (configuration not stated)
→ 4	x	-4	4	-8	9	-5	-2	-0.3	-1
CCOC(=O)N1CCN(C(=O)c2ccccc2NC(=O)c2ccc(F)cc2)CC1
→ 15	-1	15	-15	-11	13	0	-1	-2.0	5
COCCN1C(=O)/C(=C/c2cc3c(cc2Br)OCO3)NC1=S
→ -6	-2	21	-21	-60	-15	-3	0	-0.3	-5
CC(C)(C)OC(=O)[C@H](Cc1ccccc1)NC(=O)c1[nH]cnc1C(=O)Nc1cccc(Cl)c1
→ -4	x	0	0	9	0	3	-11	-1.2	3
NC(=O)c1cc(Br)cc2c3c([nH]c12)CCCC3
→ 1	4	x	x	-3	3	-3	-8	-0.9	-6
O=C(NOCc1ccccc1)c1ccc([N+](=O)[O-])cc1
→ -9	-1	15	-15	-1	2	0	31	-0.3	3
O=C(NCc1cccs1)c1cccc(Nc2nc3ccc(Br)cc3[nH]2)c1
→ -16	x	-11	11	-11	4	-3	2	-1.1	0
CCc1ccc(OCC(=O)OCC(=O)c2c(N)n(C)c(=O)n(C)c2=O)cc1
→ -1	1	25	-25	-12	11	-2	3	-0.7	-4
O=C(Nc1ccc(O)cc1)c1ccc2c(c1)C(=O)N(Cc1ccco1)C2=O
→ 8	0	8	-8	14	-5	-4	-2	0.1	-10
Cc1c(C(=O)N2CC(C)OC(C)C2)oc2ccccc12 (configuration not stated)
→ 4	-1	-9	9	x	-6	-2	-6	x	-4
O=C(N/N=C/c1ccco1)C1CC(=O)N(c2ccccc2)C1 (configuration not stated)
→ -7	-2	9	-9	-8	-6	1	5	-0.1	2
O=C(CN1C(=O)NC2(CCc3ccccc32)C1=O)NCC(F)(F)F (configuration not stated)
→ -4	-2	4	-4	-14	1	-1	-5	0.0	5
CCOC(=O)c1c(NC(=O)CSc2nnc(CNc3ccc(F)cc3)o2)sc(C)c1C
→ 4	-4	-5	5	16	1	7	-1	0.6	0
COc1ccc(CN(CC(=O)NCc2ccc(F)cc2)C(=O)CCC(=O)Nc2nccs2)cc1
→ -16	-6	x	x	-6	-9	1	2	-1.3	6
COc1ccccc1N1C(=O)c2ccc(C(=O)Nc3cccc(C(C)=O)c3)cc2C1=O
→ -12	-2	-50	50	28	-7	-5	13	0.1	15
O=C(CCCN1C(=O)c2cccc3cccc(c23)C1=O)N1CCN(c2ncccn2)CC1
→ -14	-3	-32	32	4	-7	-2	10	-1.7	-8
CC(c1ccc(O)cc1)(c1ccc(O)cc1)c1ccc(CCBr)cc1
→ -13	1	x	x	-19	5	14	-2	0.7	-6
Cc1cccc(-n2ncc3c2CCCC3NC(=O)C2(C(N)=O)CC2)c1C (configuration not stated)
→ 1	8	x	-43	-2	-8	0	-26	-1.6	-1
Cc1ccccc1C(=O)O[C@H]1[C@H](Cc2ccccc2)NS(=O)(=O)[C@H]2CC3C=C[C@]12O3
→ 6	x	49	-49	-33	-2	0	x	-0.6	1
O=C(CSCC(=O)N1CCCCC1)Nc1nc(-c2cccs2)cs1
→ -15	x	14	-14	0	-2	x	2	-1.1	-6
O=C(NC1CCN(C(=O)c2ccccc2Br)CC1)c1ccccc1
→ -7	38	-2	2	4	-5	0	0	-0.5	-5
CCOC(=O)C1CCCN(C(=S)NC(=O)c2cc(Br)ccc2Cl)C1 (configuration not stated)
→ 0	2	23	-23	6	1	x	5	-0.3	-5

Part of the list above in order of SMILES length, ascending:
Each structure is followed by: PvdQ acylase	NSD2 HMT inh	SR-BI uptake up	SR-BI DiI inh	PfHsp90 yeast 2	Rtt109 Vps75	CAL PDZ FP-1	MITF TRPM1 HTS	CAL PDZ FP-2	dFosB act
Cc1c(C(=O)N2CC(C)OC(C)C2)oc2ccccc12 (configuration not stated)
→ 4	-1	-9	9	x	-6	-2	-6	x	-4
O=C(N/N=C/c1ccco1)C1CC(=O)N(c2ccccc2)C1 (configuration not stated)
→ -7	-2	9	-9	-8	-6	1	5	-0.1	2
CC(c1ccc(O)cc1)(c1ccc(O)cc1)c1ccc(CCBr)cc1
→ -13	1	x	x	-19	5	14	-2	0.7	-6
CCOC(=O)C1CCCN(C(=S)NC(=O)c2cc(Br)ccc2Cl)C1 (configuration not stated)
→ 0	2	23	-23	6	1	x	5	-0.3	-5
Cc1cccc(-n2ncc3c2CCCC3NC(=O)C2(C(N)=O)CC2)c1C (configuration not stated)
→ 1	8	x	-43	-2	-8	0	-26	-1.6	-1
O=C(CCCN1C(=O)c2cccc3cccc(c23)C1=O)N1CCN(c2ncccn2)CC1
→ -14	-3	-32	32	4	-7	-2	10	-1.7	-8
COc1ccc(CN(CC(=O)NCc2ccc(F)cc2)C(=O)CCC(=O)Nc2nccs2)cc1
→ -16	-6	x	x	-6	-9	1	2	-1.3	6
Cc1ccccc1C(=O)O[C@H]1[C@H](Cc2ccccc2)NS(=O)(=O)[C@H]2CC3C=C[C@]12O3
→ 6	x	49	-49	-33	-2	0	x	-0.6	1

Following part
Each structure is followed by: PvdQ acylase	NSD2 HMT inh	SR-BI uptake up	SR-BI DiI inh	PfHsp90 yeast 2	Rtt109 Vps75	CAL PDZ FP-1	MITF TRPM1 HTS	CAL PDZ FP-2	dFosB act
Cc1cc2c(ncn2Cc2ccccc2)c(NS(C)(=O)=O)c1C
→ 6	0	-16	16	0	0	-1	-15	-1.3	6
COc1ccccc1C1C2=C(N=c3s/c(=C/c4cccc(OCC(=O)O)c4)c(=O)n31)c1ccccc1CC2 (configuration not stated)
→ 2	7	12	-12	-5	u	1	-29	-1.8	-12
Clc1cccc(OCCCCCN2CCOCC2)c1
→ -14	1	41	-41	0	2	-2	24	0.9	7
COc1cc(NC(=O)c2cccs2)c(OC)cc1NC(=O)CCn1nnc2ccccc21
→ -6	0	2	-2	30	x	-3	-2	-1.2	-10
CCCCCn1c(=O)[nH]c2cc(C(=O)NCCCN3CCC(C)CC3)ccc2c1=O
→ -8	1	2	-2	-5	1	-3	5	-5.0	-13
CCCCN(C(=O)CCC(=O)O)C1CC(=O)N(c2ccc(OCCC)cc2)C1=O (configuration not stated)
→ -9	5	18	-18	5	-2	0	-3	-0.5	-3
Cc1cc(C(=O)N/N=C/c2ccccc2Br)no1
→ 12	1	8	-8	-19	4	0	31	-1.2	-6
O=C1COc2ccc(C(=O)COC(=O)c3nc(Cl)ccc3Cl)cc2N1
→ 6	1	-19	19	-6	5	-1	-9	-1.4	-9
COc1cc(/C=C/C(=O)OCC(=O)NC(=O)NC2CCCCC2C)ccc1OC(F)F (configuration not stated)
→ -12	-4	4	-4	-19	1	-1	-7	-2.8	-7
CCOC(=O)c1nnn(-c2nonc2N)c1-c1cccc2ccccc12
→ 0	0	0	0	-41	2	1	2	-1.9	-5
CCOC(=O)c1c(C)[nH]c(C(=O)COc2ccc3c(c2)OCO3)c1C
→ -9	-1	-5	5	6	7	-3	36	-0.7	-11
Cc1ccc(CCNC(=O)CN(C)S(=O)(=O)c2cnc[nH]2)cc1
→ 9	7	11	-11	-23	-6	-1	-4	-0.4	5
COc1cc(/C=N\NC(=O)c2ccc(-c3ccccc3)cc2)cc(Br)c1O
→ 4	0	-46	46	-18	-1	-2	3	-1.5	7
CCn1c2ccccc2c2n[nH]c(=S)nc21
→ -8	-6	x	x	-9	6	-5	-17	-0.8	-2
CCOC(=O)c1oc2ccccc2c1NC(=O)COc1ccc(F)cc1
→ 13	19	-71	u	0	3	x	-1	-1.1	5
C/C(=N\NC(=O)c1cccc(S(=O)(=O)Nc2ccc(C)cc2C)c1)c1ccncc1
→ -15	0	-20	20	5	0	3	-3	-1.3	-21
